# Compound activity as filed in PubChem BioAssay.
# SIAE inh: human SIAE inhibitors, primary screen, biochemical, fluorescence polarization, FP-Rh probe, 1536-well HTS; AID 1053197, 2014; 370,000 tested, 0.69% active; inhibition, % at 9.66 µM; Sialate O-acetylesterase (Homo sapiens), Q9HAT2; SIAE FP-Rh probe binding;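 active = inhibition above a cutoff: mean of compounds within the control limits plus 3 SD of those, cut at about 17% in these data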;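 also: 0% = plate median of compound wells and 100% = probe without SIAE protein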
# Target sequence (Q9HAT2 whole entry, looked up): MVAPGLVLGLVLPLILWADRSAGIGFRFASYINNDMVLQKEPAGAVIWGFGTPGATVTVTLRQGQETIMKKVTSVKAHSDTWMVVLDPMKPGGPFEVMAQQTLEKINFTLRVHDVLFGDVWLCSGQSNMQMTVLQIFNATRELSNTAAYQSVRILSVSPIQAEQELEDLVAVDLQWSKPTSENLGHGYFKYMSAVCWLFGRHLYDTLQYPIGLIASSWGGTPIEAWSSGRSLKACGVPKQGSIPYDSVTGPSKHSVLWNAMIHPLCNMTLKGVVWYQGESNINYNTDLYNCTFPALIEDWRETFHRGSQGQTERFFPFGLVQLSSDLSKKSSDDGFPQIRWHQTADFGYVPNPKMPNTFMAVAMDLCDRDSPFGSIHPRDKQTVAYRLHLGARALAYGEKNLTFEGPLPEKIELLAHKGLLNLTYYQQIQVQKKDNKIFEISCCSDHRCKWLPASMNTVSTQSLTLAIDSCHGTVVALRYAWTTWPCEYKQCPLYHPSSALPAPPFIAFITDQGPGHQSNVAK
# Tn6 DDE FP: inhibitors of Tn6 peptide binding to fibrin DD(E), primary screen, biochemical, fluorescence polarization, human fibrin, Tn6 probe; AID 720509, 2013; inhibition, % at 8.3 µM; Fibrinogen beta chain (Homo sapiens), P02675; Fibrin DD(E) TRITC-Tn6 fluorescence polarization displacement; 370,000 tested, 0.21% active;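 active = inhibition above a per-campaign cutoff: mean of compounds within control limits plus 3 SD, cut at about 15% in these data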;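 also: 0% = median of all compound wells on the plate and 100% = blocking peptide control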
# Target sequence (P02675 whole entry, looked up): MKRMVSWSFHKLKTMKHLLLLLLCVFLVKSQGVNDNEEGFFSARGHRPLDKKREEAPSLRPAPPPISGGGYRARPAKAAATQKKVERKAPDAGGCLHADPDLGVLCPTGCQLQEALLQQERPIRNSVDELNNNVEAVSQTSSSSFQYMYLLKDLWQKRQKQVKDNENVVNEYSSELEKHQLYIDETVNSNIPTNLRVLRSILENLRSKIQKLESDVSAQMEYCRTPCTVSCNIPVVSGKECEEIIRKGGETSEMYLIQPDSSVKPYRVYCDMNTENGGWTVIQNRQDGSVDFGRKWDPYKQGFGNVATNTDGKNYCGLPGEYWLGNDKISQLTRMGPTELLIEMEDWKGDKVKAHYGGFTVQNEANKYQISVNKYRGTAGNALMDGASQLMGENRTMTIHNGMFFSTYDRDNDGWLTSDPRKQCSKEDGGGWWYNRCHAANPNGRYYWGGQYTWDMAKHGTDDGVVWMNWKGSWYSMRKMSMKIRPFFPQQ
# TCR-CD3 inh: inhibitors of human TCR-CD3 interaction, primary screen, biochemical, fluorescence, TAMRA-labeled TCR probe | AID 651800, 2012 | T-cell receptor (TCR) | inhibition, % at 9.4 µM | 360,000 tested, 0.37% active; in the data active = inhibition above about 19%;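 also: recombinant mutant TCR 2C K166C tagged with TAMRA read by polarization; 0% = receptor in buffer alone and 100% = receptor with positive control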
# MBD2 DNA inh: inhibitors of MBD2 binding to methylated DNA, primary screen, biochemical, TR-FRET, DNA-binding domain, human | MBD2 binding to methylated oligonucleotide | inhibition, % at 4.4 µM | 370,000 tested, 0.31% active; in the data active = inhibition above about 13%
# Tn7 DDE FP: inhibitors of Tn7 peptide binding to fibrin DD(E), primary screen, biochemical, fluorescence polarization, human fibrin, Tn7 probe. FP displacement of FITC-Tn7 peptide from fibrin DD(E); 0% = median of compound wells per plate. Fibrinogen beta chain (Homo sapiens), P02675. AID 720508, 2013. inhibition, % at 8.3 µM. 370,000 tested, 0.13% active;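 active = inhibition above the mean of compounds falling within the control limits plus 3 SD of them, cut at about 14% in these data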;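 also: 0% = plate median of compound wells and 100% = 10 µM Aha-Tn7 peptide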
#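 Test system: human clot-derived fibrin DD(E) complex / Quantity: 2 µM final DD(E) protein / Incubation: 10 min plus 3 h, room temperature / Measured by: fluorescence polarization / Benchmarks: high control of 10 µM Aha-Tn7 peptide / Replicates: singlicate testing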
# TDP2 absorb: human TDP2 enzyme inhibitors, primary screen, biochemical, epi absorbance, recombinant enzyme | 370,000 tested, 0.34% active | Tyrosyl-DNA phosphodiesterase 2 (Homo sapiens), O95551 | T5PNP hydrolysis, p-nitrophenol absorbance 415 nm | inhibition, % at 12.8 µM;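 active = inhibition above the mean of all tested compounds plus 3 SD, set per campaign, cut at about 25% in these data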;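 also: 0% = DMSO with enzyme and 100% = buffer with substrate but no TDP2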
#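 Test system: human TDP2 enzyme; Input: 120 nM TDP2 per well; Buffer or medium: Mg2+-containing Tris-HCl buffer, pH 7.5; Reagent: 5 mM T5PNP; Dosing: 12.8 µM single point, 1% DMSO; Incubation: reaction 2 h, 37 °C; Detection: p-Nitrophenol epi absorbance; Read-out: % inhibition relative to enzyme-containing and enzyme-free wells; Replicates: single well per compound.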
# UHRF1 binding: UHRF1 methylated DNA binding inhibitors, primary screen, counter-screen for MBD2 inhibitor project, biochemical, TR-FRET, human UHRF1, single concentration. 370,000 tested, 0.75% active. E3 ubiquitin-protein ligase UHRF1 (Homo sapiens), Q96T88. UHRF1 binding to methylated oligo. inhibition, % at 4.4 µM; in the data active = inhibition above about 21%;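 also: UHRF1 SRA domain binding a hemimethylated CpG hairpin DNA probe; 0% = median of test compound wells and 100% = reference inhibitor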
# PRMT1 FP inh: PRMT1 methyltransferase inhibitors, primary screen, biochemical, fluorescence polarization; recombinant PRMT1, activity-based probe fluorescence polarization; inhibition, % at 2.79 µM; 370,000 tested, 1.3% active;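 active = inhibition above about 21% made by adding two undisclosed values, limit read from the data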
# LEDGF integ inh: blockers of LEDGF/p75-dependent integrase strand transfer – biochemical, TR-FRET, high throughput, primary screen; inhibition, % at 3.7 µM; TR-FRET IN-LEDGF/p75 DNA integration, Eu/Cy5; 370,000 tested, 0.64% active; AID 743269, 2014;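 active = inhibition above the screen-wide mean plus 3 SD, cut at about 13% in these data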;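 also: signal is the Cy5 over europium emission ratio at 671 and 618 nm; 0% = plate median of compound wells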
# proKLK7 act: proKLK7 zymogen activators, primary screen, biochemical, fluorescence intensity | Kallikrein-7 (Homo sapiens), P49862 | purified proKLK7, EDANS-DABCYL substrate fluorescence; 100% is mature enzyme control, 0% vehicle | activation, % at 7 µM | 370,000 tested, 0.9% active | AID 652039, 2013;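 active = activation above the mean of all tested compounds plus 3 SD, computed per campaign excluding outliers beyond control limits, cut at about 13% in these data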
# * = called active by the depositor. Compounds as they come; about 4.6% have a hit in one of these screens.
SMILES	UHRF1 binding	PRMT1 FP inh	Tn6 DDE FP	TCR-CD3 inh	TDP2 absorb	SIAE inh	proKLK7 act	MBD2 DNA inh	LEDGF integ inh	Tn7 DDE FP
COc1cc(OC)cc(C(=O)OC(C)C(=O)NC2CCCc3ccccc32)c1 (stereo not given)	0	-5	1	4	-9	2	0.7	3	2	-4
CCN(CC(=O)Nc1sc2c(c1C#N)CCCC2)CC(=O)NC1CCS(=O)(=O)C1 (stereo not given)	1	0	0	4	-10	-3	0.0	4	0	-1
CCOC(=O)C(CC)n1nc(C)n2c(cc3occc32)c1=O (stereo not given)	-4	0	-3	10	-4	-2	0.3	-1	2	-8
Cc1ccc(/C=C2/NC(=O)N(Cc3ccc(Br)cc3)C2=O)o1	0	80*	5	0	-11	2	0.3	5	-2	0
CN1C(=S)N2CCCN2C1c1ccccc1 (stereo not given)	0	-2	-6	-7	2	1	0.0	-2	-4	-1
O=C(CSc1nc2cccnc2n1Cc1ccccc1)NC1CCCCC1	0	-1	-2	-3	-7	-8	0.3	4	2	0
N#Cc1c(N2CCCC2)ccc(Br)c1Cl	-1	1	-1	5	-10	-3	-0.4	-3	2	4
CCCCC(=O)NC1(C(F)(F)F)C(=O)N(CC(C)C)C2=C1C(=O)CC(C)(C)C2 (stereo not given)	1	-2	-8	2	-9	-7	-0.1	-5	2	-6
CC(O)(c1ccc(F)c(F)c1)c1nc(-c2cc3ccccc3o2)cs1 (stereo not given)	1	0	10	3	4	-21	0.1	1	-2	-5
CC(=O)C1=C(NC(=O)c2ccc(C(F)(F)F)cc2)C[C@@H]2[C@H]1C2(C)C	1	1	8	-6	-13	1	0.1	4	-4	1
COc1ccc(C(CNC(=O)C2CC(=O)N(Cc3ccc(C)cc3)C2)N(C)C)cc1 (stereo not given)	-2	1	-7	2	1	-1	0.0	0	2	-3
c1ccc(CCNc2ncnc3c2cnn3-c2ccccc2)cc1	13	2	-1	3	14	-1	0.1	5	-2	5
Cc1cc2[nH]ncc2cc1NC(=S)NC(=O)c1ccccc1	-1	-2	0	10	2	-6	-0.4	-6	4	-2
Cc1[nH]c(C)c(S(=O)(=O)NCC(C)c2ccccc2)c1C(=O)N1CCCCC1 (stereo not given)	1	2	-3	-4	4	-5	-0.6	3	-1	-4
CCOC(=O)c1[nH]c(C)c(/C(O)=C2\C(=O)C(=O)N(CCCN(CC)CC)C2c2cccnc2)c1C (stereo not given)	0	2	-3	-4	3	6	0.7	-2	-1	0
COc1ccc(OC)c(C2C(C#N)=C(N)Oc3c2c(C)nn3-c2cccc(Cl)c2)c1 (stereo not given)	15	5	-10	-11	82*	10	19*	7	17*	0
COc1cccc2sc3cc(NCc4ccc5c(c4)OCO5)ccc3c(=O)c12	-12	-2	-3	0	3	-8	42*	3	1	-4
CC(=O)Nc1ccc(NC(=O)C(C)OC(=O)CCCN=C2NS(=O)(=O)c3ccccc32)cc1 (stereo not given)	2	4	1	-1	11	1	0.2	2	-2	0
COc1ccc(-c2cccc(C(=O)Nc3ccc(OC)c(OC)c3)c2)cc1	-2	-3	-2	1	6	8	0.6	-5	4	-1
CCCCc1cc(=O)oc2c3c(cc(OCC(=O)NCCCO)c12)OC(C)(C)CC3	-1	-2	0	8	-2	6	24*	-6	1	0
O=C(O)c1ccc2c(c1)N(Cc1ccccc1)C(=O)c1ccccc1S2=O (stereo not given)	0	-1	-2	2	3	3	-0.6	3	1	0
CCn1c(SCC(=O)NC(C)(C)C)nnc1-c1ccoc1C	1	-2	0	0	-11	-6	0.3	0	-1	1
CCOC(=O)c1[nH]c(COC(=O)C2CC(=O)N(Cc3ccccc3)C2)c(C(=O)OCC)c1C (stereo not given)	0	-2	-15	1	-2	-4	-0.2	-4	1	0
CCOc1cccc(/C=C2\NC(=S)N(c3ccccc3)C2=O)c1O	-4	-2	-7	-12	-14	7	-1.1	-5	-4	5

# A stretch taken from the entries so far, as a working copy:
SMILES	UHRF1 binding	PRMT1 FP inh	Tn6 DDE FP	TCR-CD3 inh	TDP2 absorb	SIAE inh	proKLK7 act	MBD2 DNA inh	LEDGF integ inh	Tn7 DDE FP
COc1cc(OC)cc(C(=O)OC(C)C(=O)NC2CCCc3ccccc32)c1 (stereo not given)	0	-5	1	4	-9	2	0.7	3	2	-4
CCN(CC(=O)Nc1sc2c(c1C#N)CCCC2)CC(=O)NC1CCS(=O)(=O)C1 (stereo not given)	1	0	0	4	-10	-3	0.0	4	0	-1

# Later entries.
SMILES	UHRF1 binding	PRMT1 FP inh	Tn6 DDE FP	TCR-CD3 inh	TDP2 absorb	SIAE inh	proKLK7 act	MBD2 DNA inh	LEDGF integ inh	Tn7 DDE FP
O=C(COC(=O)CCc1nc2ccccc2s1)NCc1ccco1	-2	-6	3	0	5	11	0.8	1	5	-6
Nc1nc2ccccc2cc1-c1cccs1	-3	0	5	5	-7	-11	11	-1	-2	4
CC(C)C(c1nnnn1C1CCCCC1)N1CCc2ccccc21 (stereo not given)	1	-1	-13	2	9	-3	0.6	-2	4	-2
OCC1(Cc2ccc(Cl)cc2)CCN(Cc2ccc(F)c(F)c2)CC1	4	4	-8	0	-12	0	0.1	-1	-6	5
O=C(CCN1C(=O)c2cccc3cccc(c23)C1=O)NCc1ccco1	-9	4	-4	-10	4	3	0.1	-1	-2	1
CC1CCCN(c2ccc3nncn3n2)C1 (stereo not given)	2	3	1	-6	1	4	0.1	-1	-7	-2
O=C(NCC1CCCO1)c1onc(CSc2cccc3ccccc23)c1C(=O)O (stereo not given)	-4	-6	4	-4	3	0	0.7	-6	0	2
Cc1cccc(NC(=O)CSc2nnnn2-c2cccnc2)c1	-1	-1	1	-2	-5	-2	0.4	-3	3	-1
CCS(=O)(=O)NC(=O)C1(C)CCN1C(=O)C1(c2ccc(Cl)cc2)CC1 (stereo not given)	0	-1	7	-2	-2	-2	0.2	-1	4	-7
COc1ccc(CC(=O)NCCC(C)C)cc1S(=O)(=O)N1CCOCC1	-1	-2	4	4	6	14	0.3	5	89*	4
CCOC(=O)c1cc2sccc2n1CC(=O)OC	0	0	3	6	3	3	0.1	-5	2	-1
Cc1ccc(S(=O)(=O)c2c(C)nn(C(C)(C)C)c2OC(=O)C2CCCC2)cc1	2	5	-12	-6	-2	-3	0.3	7	-5	-1
COC(=O)c1ccc(CSc2nnc(-c3ccncc3)o2)cc1	-2	-3	1	3	14	-4	0.0	-5	2	-3
CC(=O)NC(C)(c1ccccc1)c1nc(-c2cnc3ccccc3c2)cs1 (stereo not given)	-2	3	0	-3	8	2	0.7	0	2	6
Cc1nc(SCC(=O)NCc2ccc(F)cc2)c2c(=O)n(C)c(=O)n(C)c2n1	-2	-1	6	-1	5	-6	-0.1	2	-2	1
COC(=O)C1SCC2C(=O)N(Cc3cccc(C)c3)CC(=O)N21 (stereo not given)	-1	3	6	3	7	1	0.1	-3	-1	-4
O=C(N/N=C/c1cc([N+](=O)[O-])ccc1O)Nc1ccccc1	-7	2	-2	7	-5	10	0.6	-9	-3	13
COc1cccc(Cn2c3ccc(NC(=O)CC(C)C(F)(F)F)cc3c(=O)n2C)c1 (stereo not given)	0	-1	7	0	-2	-1	11	1	-1	2
NC(=O)CSc1nc2ccccc2c(=O)n1Cc1ccccc1	2	-1	5	1	2	1	-0.5	0	6	-1
Cc1ccc(-c2csc(NC(=O)CSc3nc(C)cs3)n2)cc1	1	1	-6	-4	-17	-8	-0.1	6	-1	-2
CCC(Cc1ccccc1)NC(=O)c1cc(S(=O)(=O)N2CCCCC2)c[nH]1 (stereo not given)	2	5	-2	4	-1	-1	-0.5	3	0	2
O=C(NCc1ccccc1)c1ccc(CS(=O)(=O)Cc2ccc(F)cc2)o1	0	1	-2	0	0	-4	-0.6	3	-4	1
COc1ccc(C2C(C(=O)N3CCN(c4ccccc4F)CC3)c3ccccc3C(=O)N2C)cc1 (stereo not given)	0	4	-2	-5	-3	0	0.6	-1	0	3
COCCn1c(=O)[nH]c2cc(C(=O)N3CCN(c4ccc(Cl)cc4)CC3)ccc2c1=O	5	-5	-2	-6	-2	-1	0.5	1	4	1
N#CCCN(Cc1cccs1)C(=O)c1ccc(Cl)cc1	0	1	-1	5	12	2	-0.4	1	-2	-1
COc1ccc(CC(=O)N2CCN(S(=O)(=O)c3ccc(Cl)s3)CC2)cc1	0	2	10	2	-4	-13	-0.5	0	-1	3
CNc1c(NS(=O)(=O)c2ccc(Br)cc2)c(=O)oc2ccccc12	1	-2	4	0	0	-17	0.0	0	-1	7
O=C(CN1CCN(c2ccc(F)cc2)CC1)NC(=O)NCc1ccco1	3	6	5	0	-5	1	0.0	-3	-4	-1
COc1ccc(C(C)NC(=O)CC23CC4CC(CC(C4)C2)C3)cc1 (stereo not given)	4	2	2	-4	-1	0	0.1	-1	-6	2
N#CC(c1ccccc1F)(c1ncc(C(F)(F)F)cc1Cl)N1CCOCC1 (stereo not given)	1	1	3	0	3	4	-0.5	6	6	-2
COc1ccc(CC(=O)NCCS(=O)(=O)N2CCN(c3ccccc3)CC2)cc1OC	5	-1	-11	2	4	0	1.0	1	1	-4
CCOc1ccc2ccccc2c1C1NC(=O)NC(C)=C1C(=O)OCCOC (stereo not given)	1	2	-2	0	6	-1	-0.8	-1	-4	1
COc1ccc(Cn2nnc3c(=O)[nH]c(C4CCN(C(=O)c5ccccc5Cl)CC4)nc32)cc1	0	2	2	1	-4	-3	-0.1	2	-2	9
Cc1cc(-c2ccc(C(C)C)c(S(=O)(=O)N3CCN(c4ccccc4)CC3)c2)on1	0	5	6	2	10	0	0.0	2	1	-3
CC(=O)c1cn(N(C)c2ncc(C(F)(F)F)cc2Cl)c(=O)[nH]c1=O	1	4	3	-5	-6	-6	0.6	-4	2	-1
Cc1ccc(-n2ncc(Cl)c2C(=O)NCc2ccccc2)cc1	2	2	3	4	8	8	0.4	2	-2	10
Cn1c(N)c(C#N)c2c(c1=S)COC(C)(C)C2	-6	1	4	0	1	5	-0.4	0	-1	5
O=S(=O)(c1ccc2c(c1)OCCCO2)N1CCNCC1	0	-1	2	-1	-8	-4	-0.1	-4	3	-2
